Compound activity: PubChem BioAssay, several laboratories
Autophagy HCS = alters autophagy in cells; MEF GFP-LC3 puncta imaging; test concentration mostly 10 µM; calls only at 10 µM (by protocol); hit rate 0.98% among 190,000; AID 463193;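 active = percentage of spot-positive cells more than 3 SD above its plate mean, without a fluorescence outlier flag or 80% toxicity; inconclusive = no clear call, values can overlap the other calls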;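 note: spot-positive cell cutoff set from DMSO-treated cells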
bCat nuc transl = alters nuclear translocation of beta-catenin in HeLa cells; immunofluorescence imaging; nuclear translocation activity, % at 5 µM; hit rate 0.3% among 190,000; AID 1665;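 active = nuclear translocation activity above 50% at 5 µM, with a well cell count of 50 or more; inconclusive = wells under 50 cells across six images, flagged as toxic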;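 note: per-cell ratio of nuclear to cytoplasmic median beta-catenin stain intensity; plate controls were DMSO negative control for no effect and GSK-3 inhibitor IX positive control for full effect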
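System: Human HeLa cells, endogenous beta-catenin | Compound dosing: 5 µM primary, 0.02–20 µM confirmation | Timing: 24 h compound exposure at 37°C, 5% CO2 | Measured by: Fluorescence imaging of beta-catenin antibody stain plus DAPI | Read-out basis: % activation of per-cell nuclear versus cytoplasmic median beta-catenin signal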
Ins promoter up = MIN6 insulin promoter up-regulation; MIN6 insulin promoter-GFP reporter, high-content imaging; hits give high values; z-score at 5 µM; hit rate 0.3% among 190,000; AID 1625;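 active = z-score above 3 at 5 µM with at least 500 cells counted in the well; inconclusive = wells under 500 cells, flagged as cytotoxic or low count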
Dynein cargo inh = dynein cargo transport inhibition | 3617.4 mouse cells, GR-EGFP nuclear translocation imaging; test concentration mostly 20 µM; stimulated with dexamethasone, 1 µM; hits give low values | z-score, hits read low | hit rate 0.47% among 220,000 | AID 1381;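 active = plate z-score of nuclear minus cytoplasmic receptor signal below a set negative limit, without overly bright fluorescence or cell loss, cut at about -3.5 in these data, passing the limit was not always enough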;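 note: z-score of nuclear minus cytoplasmic ring GR-EGFP intensity difference per well; some compounds called inactive have numbers as strong as hits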
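Buffer or medium: tetracycline-free induction medium containing charcoal-stripped FBS / Reagent: dexamethasone agonist, 1.0 µM final, for 30 min / Technique: automated 10x imaging of fixed Hoechst-stained cells / Times: induction 48 h, compound 1 h, agonist 30 min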
MT stabilizer = microtubule stabilizers in HeLa cells; HeLa tubulin immunostaining HCS, 24 h; share of cells brighter than vehicle mean+2SD; % tubulin-high responders, % at 10 µM; hit rate 0.83% among 200,000; AID 2205;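 active = plate Z-score above 3 for both tubulin-high and condensed-nucleus cell shares, with cell loss under 80%, at 10 µM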;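 note: anti alpha tubulin signal scored within the nucleus-defined area of each cell; some results filed as inactive read as strong as hits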
Yfh1-off respiration = enhancers of respiration in Yfh1-depleted yeast, dose response, Friedreich's ataxia, plus single-dose screen (AID 1465); S. cerevisiae Yfh1-off respiration, WST-1 reduction, 72 h; higher fold induction means a stronger effect; fold induction at 50 µM; hits with a dose series show EC50 in µM; hit rate 0.074% among 220,000;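 active = fold induction of absorbance versus untreated yeast above a set limit, then at least 30% activation at any dose in follow-up; inconclusive = repeats straddling the limit, or above it without dose testing; inactive = fold induction below the set limit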;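 note: activators that raise dye reduction in frataxin-depleted yeast; strong numbers were not always called active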
HIV peptide binding = cell-free HIV fusion peptide-binding blockers – biochemical, uHTS, fluorescence dequenching, primary screen (AID 1986). cell-free peptide binding, fluorescence dequenching, 30 min; higher % means a stronger effect. inhibition, % at 20 µM, or IC50 in µM where a hit was titrated. hit rate 0.3% among 290,000; in the data active = inhibition mostly above about 52%, no sharp cut-off; inactive = mostly below about 76%; note: some results filed as inactive read as strong as hits
AID2073 = inhibitors of Mint1-CaV2.2 protein interaction, biochemical, HTRF (AID 2073); HTRF protein-protein interaction, Mint1-CaV2.2; higher % means a stronger effect; inhibition, % at 20 µM; hits with a dose series show IC50 in µM; hit rate 0.19% among 290,000; in the data active = inhibition mostly above about 51%, no sharp cut-off; inconclusive = no clear call, values can overlap the other calls; inactive = mostly below about 53%; note: some results filed as inactive read as strong as hits
WT yeast gro inh = growth inhibition of WT yeast, mitochondrial fusion screen. mitochondrial fusion phenotypic screen, WT strain. inhibition, % at 10 µM. hit rate 2.1% among 190,000. AID 1362; in the data active = inhibition above about 58%; tested in S. cerevisiae
WT yeast gro inh mutant strain = further read-out of WT yeast gro inh, marked with its call; inhibition, %; mitochondrial fusion phenotypic screen, mutant strain inhibition
Dynein cargo inh cytoplasmic EGFP = further read-out of Dynein cargo inh, marked with its call; z-score; measured here: cytoplasmic GR-EGFP intensity; hits give high values
Dynein cargo inh nuclear GR-EGFP = second read-out of Dynein cargo inh, no call of its own (marks repeat the call); z-score; measured here: nuclear GR-EGFP intensity;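 lower value marks the stronger effect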
Dynein cargo inh cell count = also measured in Dynein cargo inh; calls as there; z-score; measured here: cell count per field
Ins promoter up cell count = further read-out of Ins promoter up, marked with its call; cell count; measured here: cytotoxicity, nuclei count;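 total cells summed across four imaged fields per well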
bCat nuc transl cell count 5 µM = recorded beside bCat nuc transl, whose call it bears; cell count; measured here: cell count, cytotoxicity flag
MT stabilizer Hoechst-high % = second read-out of MT stabilizer, no call of its own (marks repeat the call); % Hoechst-high responders; measured here: nuclear condensation Hoechst responders;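 share of cells brighter than vehicle mean plus two SD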
MT stabilizer cytotoxicity % = also measured in MT stabilizer; calls as there; toxicity, %; measured here: cytotoxicity by cell density;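 0% = mean cell density of plate MIN control wells and 100% = no cells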
Autophagy HCS cell loss 18 h = further read-out of Autophagy HCS, marked with its call; toxicity, %; measured here: cell loss, nuclei count;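 cell loss after 18 h compound exposure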
* = called active by the depositor; i = inactive; ? = inconclusive; nt = no result given; + = active, no number. Random draw from the library. Share with any hit: about 4.2%.

SMILES	Autophagy HCS	Autophagy HCS cell loss 18 h	bCat nuc transl	bCat nuc transl cell count 5 µM	Ins promoter up	Ins promoter up cell count	Dynein cargo inh	Dynein cargo inh cytoplasmic EGFP	Dynein cargo inh nuclear GR-EGFP	Dynein cargo inh cell count	MT stabilizer	MT stabilizer Hoechst-high %	MT stabilizer cytotoxicity %	Yfh1-off respiration	HIV peptide binding	AID2073	WT yeast gro inh	WT yeast gro inh mutant strain
CCCCNc1nc(-c2ccccc2)nc(-n2ccnc2)n1	i	-2	nt	nt	-0.67	924	-0.74	0.004	-0.34	0.23	0.9	1.5	1.7	i	57%	12%	1	-2
CCO[C@H]1OC(C(=O)N2CCN(Cc3ccccc3)CC2)=C[C@@H](c2cn(C(C)=O)c3ccccc23)[C@@H]1CCCO	i	19	0.4	1226	nt	nt	0.36	-0.3	0.46	0.1	1.4	1.2	5.1	i	-0.9%	-5%	13	5
COc1ccccc1NC(=O)CSc1nnc(-c2ccoc2C)n1CC1CCCO1 (stereo not drawn)	i	7	0.8	1346	0.13	1571	3.2	-0.24	-0.16	-1.2	3.8	1.3	2.3	i	-0.4%	5%	-4	5
COC(=O)N/N=C\C=C\c1ccc2c(c1)OCO2	i	-27	-2.7	1238	nt	nt	1.1	-0.22	0.86	0.18	2.9	1.8	7.6	i	0.1%	2%	10	5
CC(=O)c1ccc(N2CCN(C(=O)c3ccco3)C(C)C2)c(F)c1 (stereo not drawn)	i	-5	nt	nt	-0.25	1295	-0.22	-0.24	-0.11	0.76	4.5	2.4	3.3	i	1.3%	-4%	6	13
COCCNC(=O)Cn1nc(C)c2ccccc2c1=O	i	9	-4.6	794	-0.76	1253	0.46	-0.14	0.66	-0.2	4.3	2.2	2.7	nt	2.6%	4%	-10	-8
COc1ccccc1-n1cnnc1SCC(=O)Nc1cc(C)on1	i	-9	0.9	1473	nt	nt	0.44	-0.31	0.25	-0.24	17*	38*	22*	i	-1.0%	-3%	-12	-7
C=CCn1c(SCC(=O)N2CCc3ccccc3C2)nc2sc(CC)cc2c1=O	i	8	-1.0	1122	0.1	1141	1	-0.16	0.34	-0.54	3.1	2.6	10	i	2.1%	1%	21	-2
COc1ccc(-n2ncc3c(=O)n(CC(=O)Nc4ccc(S(=O)(=O)N5CCOCC5)cc4)cnc32)cc1	i	-2	0.4	911	-0.22	1072	-0.029	-0.21	-0.045	-0.91	2.4	4.2	9.3	i	1.1%	3%	-10	-21
NC(=O)[C@@H]1CC2(CC(c3cccc(NC(=O)CC(c4ccccc4)c4ccccc4)c3)=NO2)CN1C(=O)[C@@H]1CCC(=O)N1 (stereo partly drawn)	nt	nt	-0.8	1105	0.97	727	0.27	-0.65	0.45	0.051	nt	nt	nt	i	-1.3%	7%	nt	nt
CCN1CCN(c2ncnc3c2c(-c2ccccc2)cn3-c2ccc(F)cc2)CC1	+	66*	7.4	450	nt	nt	0.46	-0.25	0.2	0.14	3.3	1.5	4.0	i	-4.3%	-7%	26	15
COC(=O)c1ccc2nc(C)cc(Nc3ccccc3C)c2c1	i	9	-3.8	1195	-0.47	1238	0.12	-0.27	0.4	0.32	4.5	2.0	10	nt	0.9%	13%	-8	19
CC(C)=CCN1CCN(C/C(Cl)=C/c2ccccc2)CC1CCO (stereo not drawn)	nt	nt	0.4	1356	0.22	1038	-0.2	-0.21	-0.13	0.92	nt	nt	nt	i	-0.6%	19%	nt	nt
COc1ccc(NC(=O)Cn2nnc(-c3ccc(CN4CCOCC4)cc3)n2)c(OC)c1	i	11	-4.2	1032	-1.1	1333	2.1	0.55	2.3	-3	5.5	2.7	5.6	i	1.1%	?	-6	-9
O=C(CSc1ccccc1)Nc1cccc(NC(=O)c2ccco2)c1	i	1	-0.3	1371	-0.12	1583	0.0095	-0.17	-0.24	1.7	1.7	2.2	7.1	i	-2.2%	?	29	25

The list goes on, overlapping the part above by two compounds.
SMILES	Autophagy HCS	Autophagy HCS cell loss 18 h	bCat nuc transl	bCat nuc transl cell count 5 µM	Ins promoter up	Ins promoter up cell count	Dynein cargo inh	Dynein cargo inh cytoplasmic EGFP	Dynein cargo inh nuclear GR-EGFP	Dynein cargo inh cell count	MT stabilizer	MT stabilizer Hoechst-high %	MT stabilizer cytotoxicity %	Yfh1-off respiration	HIV peptide binding	AID2073	WT yeast gro inh	WT yeast gro inh mutant strain
COc1ccc(NC(=O)Cn2nnc(-c3ccc(CN4CCOCC4)cc3)n2)c(OC)c1	i	11	-4.2	1032	-1.1	1333	2.1	0.55	2.3	-3	5.5	2.7	5.6	i	1.1%	?	-6	-9
O=C(CSc1ccccc1)Nc1cccc(NC(=O)c2ccco2)c1	i	1	-0.3	1371	-0.12	1583	0.0095	-0.17	-0.24	1.7	1.7	2.2	7.1	i	-2.2%	?	29	25
Cc1cc(=O)oc2ccc(OC(=O)c3cccc(S(=O)(=O)N4CCOCC4)c3)cc12	i	21	-0.9	1083	0.06	1239	0.66	-0.18	0.52	-0.31	4.8	1.7	1.0	i	-0.8%	-4%	-13	-7
Cc1ccccc1CSCC(=O)Nc1ccccc1-c1ccccc1	i	9	-2.1	1112	-0.35	1508	1.1	-0.25	0.27	-1.2	3.8	2.2	1.6	i	-1.6%	-7%	74*	35*
Cc1nn(C)cc1C(C(=O)NC1CCCCC1)N(C(=O)Cn1nnc2ccccc21)c1ccc(F)cc1 (stereo not drawn)	i	-1	0.8	1141	0.19	880	-0.64	-0.099	-0.43	0.13	1.5	1.3	13	i	14%	2%	8	5
Cc1ccc(N2CCN(/N=C/c3sccc3C)CC2)cc1	i	17	-0.5	1063	-1.4	1914	-0.22	-0.16	-0.38	0.19	2.7	2.5	8.6	i	-2.9%	-8%	-14	-15
CCOc1ccc(N2CC(C(=O)NCCCN3CCOCC3)CC2=O)cc1 (stereo not drawn)	i	-2	-0.2	1079	nt	nt	-0.078	-0.25	-0.11	-0.47	4.7	2.1	3.3	i	-1.2%	-2%	7	-15
CC(NCc1ccc(S(N)(=O)=O)cc1)C(=O)N1CCc2ccccc21 (stereo not drawn)	nt	nt	-1.0	1331	-0.64	983	-0.67	-0.69	-0.57	0.16	nt	nt	nt	i	-1.5%	3%	nt	nt
CCN(CC)C(=O)CSCc1cnn(-c2ccccc2)c1-n1cccc1	i	-13	nt	nt	0.42	747	-0.17	0.73	0.2	-0.32	2.3	1.0	6.3	i	38%	46%	15	2
Cc1ccc(N2C(=O)NC(NC(=O)C3CC3)(C(F)(F)F)C2=O)cc1 (stereo not drawn)	i	-22	-2.1	522	0.16	1465	0.14	-0.29	-0.36	0.71	4.7	3.4	9.0	i	-0.6%	0%	-5	-3
COc1cccc(CNc2ccccc2O)c1OCc1ccccc1F	i	9	-7.1	1024	-0.21	1564	-1.2	-0.2	-0.17	0.65	3.5	3.3	2.7	i	16%	30%	38	33
CCn1nnnc1NC(=O)c1cccc(OC)c1	i	-2	0.6	1065	-0.18	1484	-0.35	-0.11	-0.68	0.07	2.1	1.5	4.4	i	1.9%	0%	-15	1
O=C(c1ccc(F)cc1)N1CCN(c2ccc([N+](=O)[O-])cc2-n2cccc2)CC1	nt	nt	-1.4	1404	-0.48	1020	1.1	-0.17	0.97	-0.8	nt	nt	nt	i	-1.7%	-12%	nt	nt
CCN(CC)CCCNC(=O)c1nn(-c2cccc(OC)c2)c(=O)c2ccccc12	i	-9	-1.6	1117	-0.67	1166	-0.22	-0.25	0.49	-0.54	3.0	1.2	6.2	i	-1.0%	-8%	0	7
Cc1ccc2cc(/C=N/Nc3ccc(C(=O)O)cc3)c(Cl)nc2c1	nt	nt	0.2	1365	nt	nt	-0.16	-0.27	0.33	1.3	nt	nt	nt	i	22%	14%	nt	nt
COC(C(=O)Nc1ccc(F)cc1)c1ccccc1 (stereo not drawn)	i	5	-1.6	1155	0.54	1196	0.14	-0.26	0.4	0.73	4.1	2.4	2.5	i	1.2%	2%	-20	-3
Cc1ccc(OC(=O)c2ccccc2C(=O)OCC(F)(F)C(F)F)cc1	i	-14	nt	nt	1.1	965	0.32	-0.066	0.021	0.37	0.9	1.7	5.1	i	-0.3%	2%	14	-4
COc1ccc(C2C3=C(NCCN=C3c3ccccc3)C(=O)N2c2ccccc2)c(OC)c1 (stereo not drawn)	i	1	-0.2	1057	-0.29	1205	0.84	-0.15	0.78	-1.2	4.7	2.8	7.9	i	0.0%	17%	-2	-16
CC12CCC(C(=O)NCCCN3CCOCC3)(OC1=O)C2(C)C (stereo not drawn)	i	1	-8.3	989	1.6	1234	0.25	-0.14	0.16	0.51	3.5	4.2	6.3	i	7.5%	0%	2	2
CCCCn1c(=O)n(C)c(=O)c2c(C(F)(F)F)cc(-c3ccncc3)nc21	i	13	-4.3	1266	-0.75	1209	1.2	-0.29	-0.079	-1.1	4.2	2.5	6.0	i	0.3%	4%	5	-3
CCOC(=O)NCc1ccc(S(=O)(=O)Nc2ccccc2C)cc1	i	15	1.1	1122	-0.44	1092	-0.052	-0.2	0.2	-0.34	2.4	1.9	7.0	i	-1.3%	1%	10	3
Cn1c(=O)c2cc(NCc3ccccc3)nnc2n(C)c1=O	i	11	-1.6	1174	0.73	1004	0.53	-0.18	0.44	0.38	5.2	1.8	9.6	i	-1.3%	12%	7	-6
Cc1cc2oc3c(c(=O)c2cc1C)C(c1ccc(C(C)C)cc1)N(CCCN1CCOCC1)C3=O (stereo not drawn)	i	14	0.3	516	-1.2	992	1.7	-0.12	1.9	-1.6	2.8	2.2	12	nt	1.0%	-3%	-6	-5
Nc1ccccc1C(=O)NC1CCCCNC1=O (stereo not drawn)	nt	nt	-3.4	1186	-1.3	1373	-0.47	-0.24	-0.24	0.33	nt	nt	nt	i	2.0%	5%	nt	nt
